Screening results as filed in PubChem.
CHOP inh = inhibitors of CHOP induction in ER stress response; CHO-K1 CHOP-promoter luciferase, tunicamycin-induced, 15-18 h; inhibition, % at 10 µM; 220,000 tested, 3.8% active;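 active = compounds that reduced the stress-induced luciferase reporter signal by more than about 70% of percent inhibition, limit read from the data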;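 also: 0% = tunicamycin plus vehicle and 100% = wells without tunicamycin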
zVAD death inh = L929 zVAD cell death inhibition | 220,000 tested, 0.38% active | L929 zVAD necroptosis rescue, ATP luminescence, 24 h; with zVAD 60 µM | viability rescue, % at 10 µM;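 active = activation, scaled between plate controls, above about 75%, limit read from the data; inactive = activation under that limit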;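 also: 0% = zVAD with DMSO and 100% = DMSO alone without zVAD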
TNF death inh = inhibitors of TNF-alpha induced necroptosis in Jurkat FADD-/- cells | Jurkat FADD-/- TNF necroptosis rescue, ATP luminescence, 24 h; 0 = TNF only, 100 = no-TNF cells | activation (protection from cell death), % at 10 µM | 220,000 tested, 0.068% active | AID 463075;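 active = activation, meaning protection from cell death, of at least 50% relative to plate controls; inactive = activation below 50%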;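 also: necroptosis triggered by 40 ng/mL TNF-alpha added together with compound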
FXIIa inh = inhibitors of human coagulation factor XIIa | P00748 | 220,000 tested, 0.3% active | inhibition, % at 5 µM | purified FXIIa, Boc-QGR-AMC fluorogenic substrate, 2 h; in the data active = inhibition above about 40%;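 also: 0% = enzyme with no compound and 100% = blank without enzyme; many of its hits are not listed in these tables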
FXIa inh = factor XIa (human) inhibition | 220,000 tested, 0.14% active | P03951 | inhibition, % at 5 µM | purified FXIa, Boc-Glu-Ala-Arg-AMC fluorogenic substrate;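 active = inhibition of at least 40%; inactive = inhibition below 40%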;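 also: fluorescence of freed AMC excited at 355 nm; 0% = enzyme without compound and 100% = no enzyme blank; many of its hits are not listed in these tables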
Wee1 stabilizer = inhibitors of human Wee1 degradation; 220,000 tested, 1.2% active; P30291; reporter increase, % at 5 µM; HeLa Luc-Wee1K328M stability, luciferase luminescence; 100% = proteasome inhibitor MG132 effect;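 active = activation above the mean of all tested compounds plus 3 SD, set per screening run, cut at about 8.8% in these data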;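 also: cells exposed to compound for 20 h before luminescence read; 0% = DMSO alone and 100% = MG132 at 30 µM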
Target sequence (P30291 whole entry K328M): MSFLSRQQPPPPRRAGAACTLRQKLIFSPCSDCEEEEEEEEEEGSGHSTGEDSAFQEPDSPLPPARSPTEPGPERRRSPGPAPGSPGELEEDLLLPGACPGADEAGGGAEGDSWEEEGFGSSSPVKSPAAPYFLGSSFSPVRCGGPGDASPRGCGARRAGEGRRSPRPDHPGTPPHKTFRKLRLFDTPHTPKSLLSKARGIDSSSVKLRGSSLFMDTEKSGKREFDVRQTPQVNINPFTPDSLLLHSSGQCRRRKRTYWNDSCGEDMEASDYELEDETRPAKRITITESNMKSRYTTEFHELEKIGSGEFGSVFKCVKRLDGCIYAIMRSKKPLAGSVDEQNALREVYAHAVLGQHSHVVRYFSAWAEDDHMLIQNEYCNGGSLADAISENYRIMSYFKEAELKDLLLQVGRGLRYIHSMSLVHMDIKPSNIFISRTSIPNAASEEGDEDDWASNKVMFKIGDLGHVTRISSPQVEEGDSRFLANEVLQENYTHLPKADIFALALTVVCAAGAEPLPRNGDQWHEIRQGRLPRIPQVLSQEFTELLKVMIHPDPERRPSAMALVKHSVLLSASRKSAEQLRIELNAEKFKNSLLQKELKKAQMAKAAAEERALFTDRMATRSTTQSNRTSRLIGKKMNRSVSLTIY
PPC-1+TRAIL kill = compounds killing PPC-1 cancer cells with TRAIL present (potentiator screen, no TRAIL-free arm). PPC-1 cells + TRAIL, ATPLite viability luminescence. cell killing (% activity), % at 4 µM. 220,000 tested, 0.41% active. AID 1443;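 active = cell killing above 50% in the first pass at 4 µM, then a duplicate retest at 5 µM averaging 50% or more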;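 also: plate controls were cells with TRAIL plus DMSO for no effect and medium-only wells lacking cells for full effect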
EP2 antag = inhibitors of human EP2 prostaglandin E2 receptor; P43116; C6 glioma cells expressing human EP2, cAMP TR-FRET; cells stimulated with saturating PGE2; inhibition, % at 25 µM; 260,000 tested, 0.52% active;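 active = percent inhibition above 40 after rounding to a whole number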;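 also: rat C6 glioma host cells with rolipram phosphodiesterase inhibitor present; the protocol text gives 20 µM as final concentration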
Target sequence (P43116 whole entry, looked up): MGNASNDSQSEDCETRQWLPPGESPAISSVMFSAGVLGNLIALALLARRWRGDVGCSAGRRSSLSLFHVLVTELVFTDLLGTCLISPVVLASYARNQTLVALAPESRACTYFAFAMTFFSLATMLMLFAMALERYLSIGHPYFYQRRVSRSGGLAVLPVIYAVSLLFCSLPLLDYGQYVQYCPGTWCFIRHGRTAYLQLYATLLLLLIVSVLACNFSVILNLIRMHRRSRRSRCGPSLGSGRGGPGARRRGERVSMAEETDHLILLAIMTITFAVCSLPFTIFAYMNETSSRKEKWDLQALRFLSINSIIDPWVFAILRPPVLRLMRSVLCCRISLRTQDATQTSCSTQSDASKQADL
TbHK1 inh = T. brucei hexokinase 1 inhibition; inhibition, % at 10 µM; recombinant TbHK1, G6PDH-coupled NADH A340; 220,000 tested, 0.11% active;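 active = inhibition of 50% or more in the single-dose primary screen; inactive = inhibition below 50%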
Numbers without * were called inactive; nt = no result given; & = joins results of further samples. Not all compounds are listed, so the mix of outcomes need not match the whole.

SMILES	CHOP inh	zVAD death inh	TNF death inh	FXIIa inh	FXIa inh	Wee1 stabilizer	PPC-1+TRAIL kill	EP2 antag	TbHK1 inh
O=C(Nc1scc(-c2ccc(F)cc2)c1C(=O)O)c1ccco1	-16.1	0.1	-0.3	36.9	-9.0	0.8	5.0	9.0	-27.5
CC(=O)Nc1c(C(=O)O)[nH]c2ccccc12	-10.2	0.0	-1.6	18.4	6.5	-0.7	4.8	5.0&6.4	-4.2
N/C(=N\OC(=O)c1cccc(Cl)c1)c1cccnc1	13.7	-0.1	0.2	12.8	-2.3	1.9	20.7	13.7	-10.2
O=C(c1cccc(S(=O)(=O)N2CCOCC2)c1)N1CCOCC1	6.8	0.1	-2.3	8.3	-2.0	-2.9	2.2	4.5	7.4
CC1CCCC(NC(=O)COC(=O)c2ccc(N(C)C)cc2)C1C (stereo not given)	2.9	50.6	0.4	1.9	-4.2	-2.5	-9.5	9.8	17.9
CC(=O)N1CC=CC1(CC(C)C)C(=O)NCCN1CCOCC1 (stereo not given)	-12.1	1.0	0.1	13.7	2.9	-0.4	-7.5	12.1	3.8
CC1(C)Cc2c(C#N)c(SCC(=O)c3ccccc3)nc(N3CCOCC3)c2CO1	24.6	0.0	-4.1	8.2	1.8	-1.8	1.8	nt	0.3
CC(C)NC(=O)c1ccc2c3n(nc2c1)-c1ccc(Cl)cc1CO3	-11.8	2.2	-0.1	2.9	-2.0	nt	16.4	12.3	-19.0
CCN(Cc1ccccc1)C(=O)c1c[nH]c2ccc(S(=O)(=O)N(C)CCC#N)cc2c1=O	13.8	nt	2.6	11.1	5.4	-1.4	-1.5	5.8	-15.5
C/C(Cn1nnc([N+](=O)[O-])n1)=N\NC(=O)c1ccccc1O	39.8	3.4	-23.0	3.4	-8.1	-0.9	7.0	3.0	-27.5
COc1ccc([C@H](C)NC[C@H](O)c2ccc(O)c(NC=O)c2)cc1	3.8	36.1	5.6	11.2	-1.3	8.7	12.3	12.3	4.8
Cc1ccccc1-c1nc(S(=O)(=O)c2ccc(Br)cc2)c(NCc2cccnc2)o1	51.4	-0.2	-1.2	6.5	-1.6	1.6	7.9	8.5	13.2
COc1cccc(/C=C/C(=O)N2CCN(c3n[nH]c(=O)[nH]c3=O)CC2)c1OC	-4.1	1.7	0.4	-1.5	1.3	-0.9	9.9	9.5	-0.3
O=C(OCc1nc2ccccc2s1)c1ccccc1O	19.8	0.5	0.3	5.6	-4.0	0.8	15.8	4.0	-4.9
CCc1nc(N)nc2c1C(=O)CC(C)(C)C2	42.4	0.7	0.4	-2.4	-5.2	-1.8	-1.1	9.2	5.9
O/N=C(/Cc1ccccn1)c1ccccc1	-30.9	2.0	15.2	8.4	15.2	1.9	11.3	5.3	3.1
CCN1CCN(C(=S)Nc2ccc(Cl)c(Cl)c2)CC1	25.8	0.6	3.6	5.1	-0.4	-1.2	30.4	13.3	6.2
COc1ccccc1CNC(=O)CCCNS(=O)(=O)c1cccc2nsnc12	8.5	2.0	1.1	15.3	2.1	-1.1	19.3	7.6	-13.0
O=C(NC(=S)Nc1ccccc1N1CCOCC1)c1cccs1	65.3	1.2	2.1	12.1	4.9	-2.3	17.9	7.2	32.1
COc1ccc(C)cc1-n1nc2ccccc2n1	14.4	-0.9	-1.6	5.9	-0.6	0.6	-13.1	6.8	1.9
COc1ccc(-c2cc(N)n(CCC#N)n2)c(OC)c1	-0.2	-0.1	-1.8	13.1	-11.8	-0.7	-4.7	14.2	4.1
CCOc1cc(Br)c(Br)c(C=Nc2ccc(NC(C)=O)cc2)c1O	86.8*	2.0	-0.9	17.8	8.6	1.7	-1.6	21.4	10.0
N=c1n(CCCOc2ccc(F)cc2)c2ccccc2n1CC(N)=O	-16.6	-0.8	1.9	11.0	0.6	4.8	-17.7	5.5	4.1
CCCCCCCc1c(C#N)c(N)[nH]c(=S)c1C#N	14.7	0.5	0.0	8.7	1.8	1.3	0.8	0.8	-8.5
CCN(CC)c1ccc(/C=C/c2cc(-c3ccccc3)c3ccccc3n2)cc1	62.5	-0.2	-6.5	3.0	4.7	1.8	18.9	10.4	-12.9
Brc1ccccc1/C=N/Nc1ccccn1	-8.3	52.1	2.9	9.5	3.7	-0.7	12.7	4.7	-2.6
O=C(NCc1ccco1)c1ccc(COc2cccc3ccccc23)cc1	34.4	1.6	2.3	10.4	1.9	4.1	1.5	8.8	-3.6
Cc1oc2nc(SCC(=O)NCCCO)nc(N)c2c1C	-9.2	0.0	-2.5	0.8	1.3	0.3	-16.3	4.7	-8.1
CC(C(=O)Nc1ccc(O)cc1)c1cccc(C(=O)c2ccccc2)c1 (stereo not given)	37.0	5.0	-1.3	6.5	-4.2	-0.4	4.0	3.4	-4.4
Cc1c(N)cc[n+](CC(=O)c2ccccc2)c1C	29.8	3.8	-1.6	13.2	14.5	2.9	7.3	9.4	-1.6
COC(=O)CNC(=O)c1nn(-c2cccc(OC)c2)c(=O)c2ccccc12	11.5	1.0	1.9	1.0	0.3	3.8	19.2	9.5	1.6
Cc1ccc2nc(C)/c(=N\O)c(C)nc2c1	-24.1	1.0	5.0	14.9	2.8	0.4	16.7	4.1	-3.1
CCCCOC(=O)Nc1nc2ccccc2s1	9.0	0.4	3.1	4.4	1.7	-1.6	-3.2	10.3	-7.6
O=C1NC(c2ccccc2Cl)Nc2ccccc21 (stereo not given)	18.6	6.2	-6.9	11.6	2.9	-2.2	-2.2	7.9	0.4
Cc1cccc(NC(=O)CSc2nnc(-c3ccco3)o2)c1C	17.6	0.1	-4.3	4.0	-8.1	3.1	5.7	2.2	4.0
Cn1c(NC(=O)c2cc(Cl)ccc2Cl)cc(=O)n(C)c1=O	34.8	-1.0	-0.4	10.5	-1.7	-0.3	2.9	9.1	-7.4
Cc1cc(C)cc(NC(=S)NCCSc2ccc(Cl)cc2)c1	87.6*	0.7	-9.9	0.9	1.1	4.0	20.7	4.8	13.6
Cc1nccc2oc(=O)c(NC(=O)c3ccc(Cl)cc3)cc12	-20.1	1.7	1.6	1.2	-5.5	2.5	-6.9	4.7	-5.8
C=CCOc1ccnc(-c2ccccc2)n1	-0.5	0.7	1.7	-1.4	-9.6	-0.5	8.9	-2.4	-6.2
CC1Cc2ccccc2N1S(=O)(=O)c1cccs1 (stereo not given)	2.5	-0.1	-7.4	12.8	0.7	-1.9	-10.4	24.2	4.2
CCN(c1ccccc1)S(=O)(=O)c1ccc(Cl)c(NC(=O)COC(=O)c2cccc(OC)c2O)c1	22.1	0.0	0.4	6.6	5.3	1.7	5.9	0.4	-5.1
C=CCN1C(c2ccc(Br)cc2)=CS/C1=C(/C#N)c1nnc(N2CCOCC2)n1-c1ccccc1	9.9	nt	-2.0	14.4	9.6	-2.5	11.3	6.2	-20.3
CC(=O)NC1(c2cccc(F)c2)CCN(CC(=O)NC(C)C)CC1	23.1	-0.1	-0.1	1.4	-6.6	-2.0	14.5	6.9	0.7
O=C(NC(=S)N1CCN(c2ccc(F)cc2)CC1)C12CC3CC(CC(C3)C1)C2	35.5	0.5	1.6	8.0	2.7	-1.4	24.8	4.2	30.2
CCCOc1ccc(C(=O)NC(=S)Nc2nc3ccccc3s2)cc1	-3.9	-0.1	-0.3	11.0	-6.7	-2.3	11.3	14.6	-18.6
Cc1ccc(-c2nc(C#N)c(NCc3ccco3)o2)cc1	58.8	0.8	2.2	1.1	-4.6	-1.1	-7.4	8.1	-2.9
Nc1sc(-c2ccccc2)c(Cc2ccccc2)c1C(=O)O	37.3	0.0	0.1	5.7	-0.7	2.2	9.4	8.2	-1.1
COc1cccc(OC)c1-c1nn2c(-c3cc(-c4ccccc4)n[nH]3)nnc2s1	nt	0.4	-5.6	0.1	-17.2	-1.7	-18.2	11.6	-17.2
Cc1ccc(C2CC(c3cccc(C)c3)n3nc(N)nc3N2)cc1 (stereo not given)	-16.2	0.1	1.0	11.7	1.3	-2.0	11.2	5.8	-3.7
CCc1ccc(CNC(=O)CCc2nnc(Cc3cccc(C(F)(F)F)c3)o2)nc1	10.4	-1.4	-1.1	7.9	3.4	-0.4	13.6	3.1	0.5
More compounds follow.
SMILES	CHOP inh	zVAD death inh	TNF death inh	FXIIa inh	FXIa inh	Wee1 stabilizer	PPC-1+TRAIL kill	EP2 antag	TbHK1 inh
C/C(=C\C(=O)c1sccc1Cl)N(C)C	-11.3	0.7	-0.2	11.1	0.1	3.6	5.9	4.6	-27.1
Cc1nnc(-c2cnn(-c3ccccc3)c2N)n1Cc1ccccc1	8.3	0.3	-3.4	-0.5	0.3	-1.1	12.6	14.5	2.2
Cc1cc(C)c(NC(=O)Cn2c(=O)n(-c3ccc(CC(=O)NCC4CCCO4)cc3)c(=O)c3ccccc32)c(C)c1 (stereo not given)	8.9	12.4	-0.4	12.6	1.1	-1.6	20.1	19.8	-6.9
CCC(C)C(NC(=O)c1ccccc1NC(=O)c1ccc(OC)cc1)C(=O)NCc1ccco1 (stereo not given)	71.2*	-0.4	3.3	13.3	3.8	-0.5	-7.6	11.3	-1.4
CCSc1ccccc1C(=O)NCCc1ccccc1	16.7	2.6	0.1	8.7	3.4	1.2	8.0	8.2	0.7
COC(=O)[C@@H]1CCCN1C(=O)CCc1nnc(CCc2c[nH]c3ccccc23)o1	8.3	-1.7	-2.4	27.9	31.1	4.8	6.4	4.2	10.7
O=C(COc1ccc(Br)cc1)NNC(=S)NC(=O)c1ccccc1[N+](=O)[O-]	-10.2	2.3	2.1	12.3	7.8	-1.3	8.6	7.1	60.9*
O=C1CCC2=C(CCCC2=O)N1	-24.9	6.3	1.2	1.5	-4.9	-2.7	3.1	8.0	0.6
Cc1ccc(C(=O)N/N=C\c2ccc(OC(=O)c3cccs3)cc2)cn1	44.2	nt	-0.3	12.1	-5.3	0.8	26.1	20.1	3.5
Cc1cc(C)nc(N2N=C(C(F)(F)F)CC2=O)n1	-0.6	-0.4	2.0	6.6	-1.7	-0.7	4.8	2.0	-6.8
CCN1C(=O)C(NC(C)=O)c2cc(Br)ccc21 (stereo not given)	-6.3	0.8	0.0	4.9	-3.1	-0.2	17.6	10.8	-4.2
CCC1Oc2ccccc2N(CC(=O)Nc2ccccc2OC)C1=O (stereo not given)	9.8	-0.3	0.9	12.0	5.7	1.9	-13.6	5.0	50.7*
COCCn1c(N)c(C(=O)NCC2CCCO2)c2nc3ccccc3nc21 (stereo not given)	12.6	17.9	-4.2	-17.7	-23.1	-2.0	20.3	19.7	-18.7
CC(/C=N/n1c(-c2ccncc2)n[nH]c1=S)=C\c1ccco1	29.0	2.1	8.5	4.8	1.8	-2.2	-9.5	1.6	-60.8
CCn1nc(C)c(/C=C2\CCCC3=C2OC(N)=C(C#N)C3c2c(C)nn(CC)c2C)c1C (stereo not given)	28.1	-0.5	-4.5	5.2	0.8	0.8	-15.2	-0.5	-9.7
O=c1c2ccccc2c(C=NCCCN2CCOCC2)c(O)n1Cc1ccccc1	1.0	0.1	-2.6	22.5	-0.6	-1.4	8.3	10.5	-19.3
COc1ccc(N(CC(=O)NCCSc2ccccc2)S(C)(=O)=O)cc1	16.9	3.1	0.7	4.3	-2.2	-2.0	-4.1	2.1	-1.5

Single records, from the list above:
`N=c1n(CCCOc2ccc(F)cc2)c2ccccc2n1CC(N)=O` is entered as CHOP inh = -16.6; zVAD death inh = -0.8; TNF death inh = 1.9; FXIIa inh = 11.0; FXIa inh = 0.6; Wee1 stabilizer = 4.8; PPC-1+TRAIL kill = -17.7; EP2 antag = 5.5; TbHK1 inh = 4.1
`O=C(Nc1scc(-c2ccc(F)cc2)c1C(=O)O)c1ccco1` is entered as CHOP inh = -16.1; zVAD death inh = 0.1; TNF death inh = -0.3; FXIIa inh = 36.9; FXIa inh = -9.0; Wee1 stabilizer = 0.8; PPC-1+TRAIL kill = 5.0; EP2 antag = 9.0; TbHK1 inh = -27.5
